# Assay outcomes deposited in PubChem by Sanford-Burnham Center for Chemical Genomics.
# NALP3 yeast inh – blocks the NALP3 inflammasome reconstituted in yeast; inhibition, % at 10 µM; Yeast reconstituted NLRP3/ASC/caspase-1, beta-gal luminescence, 24 h; 330,000 tested, 0.39% active;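 active = inhibition of 50% or more; inactive = inhibition below 50%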;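 also: plate controls were induced DMSO wells for no effect and uninduced yeast grown without galactose for full effect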
# ATG4B inh – ATG4B (human) cysteine protease inhibition | Q9Y4P1 | ATG4B cleavage of LC3-PLA2, NBD-HPC fluorescence, 1 h | inhibition, % at 8.33 µM | 340,000 tested, 0.51% active; in the data active = inhibition above about 40%
# Target sequence (Q9Y4P1 whole entry, looked up): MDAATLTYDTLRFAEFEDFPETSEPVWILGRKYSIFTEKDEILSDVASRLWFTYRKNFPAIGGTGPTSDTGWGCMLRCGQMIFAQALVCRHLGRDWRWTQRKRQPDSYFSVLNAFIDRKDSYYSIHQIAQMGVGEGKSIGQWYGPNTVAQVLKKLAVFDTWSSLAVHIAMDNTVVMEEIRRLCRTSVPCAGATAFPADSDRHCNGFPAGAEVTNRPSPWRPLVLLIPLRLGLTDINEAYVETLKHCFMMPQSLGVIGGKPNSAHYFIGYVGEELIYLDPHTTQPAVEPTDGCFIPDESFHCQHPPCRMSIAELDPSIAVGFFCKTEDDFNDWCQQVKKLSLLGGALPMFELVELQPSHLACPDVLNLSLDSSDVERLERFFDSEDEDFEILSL
# mIAP inh – mouse IAP inhibition; 330,000 tested, 0.2% active; purified mouse IAP, CDP-Star luminescence, 30 min; AID 2806; inhibition, % at 10 µM;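 active = inhibition of at least 40% at 10 µM in the primary screen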;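 also: plate controls were DMSO with enzyme for no effect and no enzyme wells for full effect; values of inactives mirror those of a sister screen read the other way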
# hIAP block – human IAP inhibition. P09923. purified IAP, CDP-Star luminescence, 30 min. inhibition, % at 10 µM. 330,000 tested, 0.12% active. AID 2544;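 active = inhibition reaching a set limit with compound at 10 µM in the primary screen, cut at about 35% in these data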;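 also: plate controls were DMSO wells with enzyme for no effect and no-enzyme buffer wells for full effect; values of inactives mirror those of a sister screen read the other way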
# Target sequence (P09923 whole entry, looked up): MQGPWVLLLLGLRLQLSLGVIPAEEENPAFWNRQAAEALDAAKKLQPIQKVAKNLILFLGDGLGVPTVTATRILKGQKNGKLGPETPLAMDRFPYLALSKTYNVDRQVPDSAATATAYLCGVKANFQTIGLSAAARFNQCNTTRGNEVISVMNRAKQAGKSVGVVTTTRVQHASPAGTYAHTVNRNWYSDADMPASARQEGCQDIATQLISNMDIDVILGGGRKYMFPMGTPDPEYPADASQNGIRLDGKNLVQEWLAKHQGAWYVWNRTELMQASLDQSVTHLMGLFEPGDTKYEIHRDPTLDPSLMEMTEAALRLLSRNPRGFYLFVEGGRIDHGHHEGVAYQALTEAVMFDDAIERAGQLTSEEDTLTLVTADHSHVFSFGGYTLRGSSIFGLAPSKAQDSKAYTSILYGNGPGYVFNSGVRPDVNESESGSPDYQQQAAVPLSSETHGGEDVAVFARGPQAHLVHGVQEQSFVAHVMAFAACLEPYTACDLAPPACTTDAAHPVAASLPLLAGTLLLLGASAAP
# tim10-1 inh – inhibits growth of tim10-1 mutant yeast; S. cerevisiae tim10-1 ts strain growth, BacTiter-Glo, 24 h; AID 463190; inhibition, % at 20 µM; 330,000 tested, 2.2% active;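 active = inhibition of at least 40%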;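 also: mutant grown at 25 °C; 0% = DMSO wells with yeast and 100% = wells holding no yeast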
# hIAP activ – increases human intestinal alkaline phosphatase activity; 330,000 tested, 0.16% active; purified human IAP, CDP-Star luminescence, 30 min; stronger effect = higher value; 1 = vehicle-only enzyme, 0 = enzyme-free background; P09923; activation factor at 10 µM;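 active = activation factor of the enzyme at least 2-fold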; also: the source names both 10 and 20 µM as test concentration; values of inactives mirror those of a sister screen read the other way
# Apaf-1 inh – blocks human Apaf-1 apoptosome activity. O14727. reconstituted apoptosome caspase-3 activity, DEVD-Rh110 fluorescence. inhibition, % at 20 µM. 330,000 tested, 0.71% active; active = inhibition of at least 40% at 20 µM;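 also: plate controls were DMSO wells for no effect and DEVD-CHO caspase inhibitor wells for full effect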
#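 Assay system – apoptosome proteins · Medium – Hepes buffer, pH 7.5 · Also added – cytochrome c with DEVD-Rh110 · Timing – 30 min compound preincubation, 50 min activation, room temperature · Detection – Rh110 fluorescence, excitation 480 nm, emission 540 nm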
# mIAP activ – mouse IAP activation; muIAP, CDP-Star luminescence, 30 min; stronger effect = higher value; 1 = vehicle-only enzyme signal, 0 = enzyme-free wells; activation factor at 10 µM; 330,000 tested, 0.24% active;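 active = activation factor of at least 2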; also: the source names both 10 and 20 µM as test concentration; values of inactives mirror those of a sister screen read the other way
#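 Assay system: mouse IAP enzyme; Reagent: CDP-Star chemiluminescent phosphatase substrate; Compound: DMSO-dissolved test compounds; Incubation: 30 min, room temperature; Technique: luminescence from enzymatic CDP-Star hydrolysis; Controls: DMSO-only wells and no-enzyme negative control.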
# TIM10 inh – TIM10 yeast growth inhibition; S. cerevisiae TIM10 strain growth, BacTiter-Glo luminescence, 24 h; inhibition, % at 10 µM; 330,000 tested, 1.4% active;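 active = inhibition of 40% or more at the single tested concentration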;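 also: wild-type TIM10 isogenic control strain grown at permissive 25 °C; 0% = DMSO yeast wells and 100% = minimal medium wells without yeast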
# * = called active by the depositor; x = not tested or not shown.
SMILES,NALP3 yeast inh,ATG4B inh,mIAP inh,hIAP block,tim10-1 inh,hIAP activ,Apaf-1 inh,mIAP activ,TIM10 inh
FC(F)(F)c1cccc(NC(=S)NCc2ccccn2)c1,4,0,-9,4,33,0.96,12,1.1,20
O=C(CN1CCC(C(=O)c2cccc(Cl)c2)CC1)Nc1ccc(C(=O)O)cc1,7,-3,13,-9,-2,1.1,-5,0.87,2
O=C1N(Cc2cccc(Cl)c2)C[C@@H]2C[C@@H](c3cccn3-c3ccccn3)N3CCC[C@@]123,2,15,4,-8,-5,1.1,-12,0.96,0
CC(=O)c1sc(NC(=O)c2ccc(F)cc2)nc1-c1ccccc1,-8,-8,7,11,-19,0.89,-5,0.93,10
CCOc1ccc(NS(=O)(=O)c2ccc(C(=O)N(C)Cc3cccc(OC)c3OC)cc2)cc1,9,-19,10,23,24,0.77,8,0.9,14
O=C(Cn1nc(-c2ccccc2)nc1-c1ccccc1)OC1CCCCC1,7,1,-9,10,32,0.91,15,1.1,30
COc1ccc(-c2csc(NC(=O)c3ccccc3S(C)(=O)=O)n2)cc1,-6,-14,1,-9,24,1.1,7,0.99,14
O=C1c2[nH]nc(-c3ccccc3O)c2C(c2ccccc2)N1Cc1ccco1 (stereo not given),10,-12,8,5,12,0.95,29,0.92,27
Oc1ccc(-n2cccc2/C=N/n2cnnc2)cc1,-13,3,0,8,2,0.92,-5,1,9
Cc1cccc(NC(=O)c2ccc(S(=O)(=O)N3CCCCCC3)cc2)n1,7,7,-1,-4,20,1,14,1,5
COC(=O)C1OC2(OC1C(=O)OC)c1ccccc1-c1ccccc12 (stereo not given),18,-6,2,-3,24,1,-1,0.98,11
COC(=O)N1C(=O)[C@](c2ccccc2)(C(C)C)N1C(=O)OC,11,-4,-1,-10,20,1.1,-1,1,23
O=S(=O)(NCc1ccccc1)c1ccc(S(=O)(=O)NCC2CCCO2)cc1 (stereo not given),0,-1,-1,2,12,0.98,-1,1,7
CCN(C(=O)Cn1c(=O)n(Cc2ccccc2)c(=O)c2ccccc21)c1cccc(C)c1,9,-2,7,3,28,0.97,18,0.93,37
Cc1cc2ncc(-c3cccs3)nc2cc1C,30,5,6,13,16,0.87,7,0.94,-15
O=C(Nc1cccc(S(=O)(=O)N2CCCC2)c1)c1cncc(Br)c1,6,-1,13,6,2,0.94,-3,0.87,97*
CC1CC(C)CN(S(=O)(=O)c2cc3c4c(c2)CCN4C(=O)CC3)C1 (stereo not given),11,-3,11,-2,9,1,4,0.89,4
CCc1ccc(N2C(=O)C3ON(c4ccccc4)C(c4ccco4)C3C2=O)cc1 (stereo not given),0,-9,8,9,23,0.91,4,0.92,20
O=C(c1cccc2ccccc12)N1CCCCC1,22,1,6,4,-3,0.96,-5,0.94,-2
Cc1ccsc1C(=O)OCC(=O)N1CCN(C(=O)c2ccco2)CC1,17,2,-4,6,6,0.94,-11,1,-3

# Some of the entries so far, with bars between the fields.
Structure | NALP3 yeast inh | ATG4B inh | mIAP inh | hIAP block | tim10-1 inh | hIAP activ | Apaf-1 inh | mIAP activ | TIM10 inh
Oc1ccc(-n2cccc2/C=N/n2cnnc2)cc1 | -13 | 3 | 0 | 8 | 2 | 0.92 | -5 | 1 | 9
Cc1cccc(NC(=O)c2ccc(S(=O)(=O)N3CCCCCC3)cc2)n1 | 7 | 7 | -1 | -4 | 20 | 1 | 14 | 1 | 5
COC(=O)C1OC2(OC1C(=O)OC)c1ccccc1-c1ccccc12 (stereo not given) | 18 | -6 | 2 | -3 | 24 | 1 | -1 | 0.98 | 11
COC(=O)N1C(=O)[C@](c2ccccc2)(C(C)C)N1C(=O)OC | 11 | -4 | -1 | -10 | 20 | 1.1 | -1 | 1 | 23
O=S(=O)(NCc1ccccc1)c1ccc(S(=O)(=O)NCC2CCCO2)cc1 (stereo not given) | 0 | -1 | -1 | 2 | 12 | 0.98 | -1 | 1 | 7
CCN(C(=O)Cn1c(=O)n(Cc2ccccc2)c(=O)c2ccccc21)c1cccc(C)c1 | 9 | -2 | 7 | 3 | 28 | 0.97 | 18 | 0.93 | 37
Cc1cc2ncc(-c3cccs3)nc2cc1C | 30 | 5 | 6 | 13 | 16 | 0.87 | 7 | 0.94 | -15
O=C(Nc1cccc(S(=O)(=O)N2CCCC2)c1)c1cncc(Br)c1 | 6 | -1 | 13 | 6 | 2 | 0.94 | -3 | 0.87 | 97*
CC1CC(C)CN(S(=O)(=O)c2cc3c4c(c2)CCN4C(=O)CC3)C1 (stereo not given) | 11 | -3 | 11 | -2 | 9 | 1 | 4 | 0.89 | 4
CCc1ccc(N2C(=O)C3ON(c4ccccc4)C(c4ccco4)C3C2=O)cc1 (stereo not given) | 0 | -9 | 8 | 9 | 23 | 0.91 | 4 | 0.92 | 20
O=C(c1cccc2ccccc12)N1CCCCC1 | 22 | 1 | 6 | 4 | -3 | 0.96 | -5 | 0.94 | -2
Cc1ccsc1C(=O)OCC(=O)N1CCN(C(=O)c2ccco2)CC1 | 17 | 2 | -4 | 6 | 6 | 0.94 | -11 | 1 | -3

# Additional structures:
SMILES,NALP3 yeast inh,ATG4B inh,mIAP inh,hIAP block,tim10-1 inh,hIAP activ,Apaf-1 inh,mIAP activ,TIM10 inh
CCCNC(=S)N(Cc1cc2cc(C)ccc2n2nnnc12)CC(C)(C)CN(C)C,12,-7,-1,2,0,0.98,-3,1,2
COCCn1c(=O)[nH]c2cc(C(=O)NCCN3CCN(c4cccc(Cl)c4)CC3)ccc2c1=O,6,-12,4,6,1,0.94,12,0.96,-4
Cc1cc(C)cc(OCC(=O)NC2=NCCS2)c1,17,-7,6,0,6,1,1,0.94,6
Cc1ccc(C(=O)N(CC(C)C)c2nc3ccccc3s2)o1,11,2,6,16,6,0.84,18,0.94,14
COc1ccccc1C(=O)COC(=O)c1cc(S(=O)(=O)N2CCCCC2)ccc1N1CCOCC1,17,-1,-1,-13,17,1.1,25,1,4
CC1(c2cccc(Br)c2)NC(=O)N(CC(=O)Nc2cccnc2Cl)C1=O (stereo not given),11,-5,5,-14,-2,1.1,4,0.95,-4
CSc1ccc(C2=CC(=O)C[C@H](c3ccc4c(c3)OCO4)C2)cc1,-7,6,13,-12,-5,1.1,7,0.87,4
O=C(O)C1C2C=CC(C2)C1C(=O)Nc1cccc(C(F)(F)F)c1 (stereo not given),11,-2,-7,-33,-12,1.3,-3,1.1,-1
CCOC(=O)/C(C#N)=C\c1ccc(OCC(=O)Nc2ccc(C)cc2C)c(OC)c1,6,-15,16,0,18,1,4,0.84,10
CC(=O)CSc1nsc(SCC(C)=O)c1C#N,-3,-1,12,26,24,0.74,-4,0.88,27
CCN(CC)C(=O)Cn1c(=O)c2ccccc2n2c(=S)sc(-c3cccc(C)c3)c12,17,-7,22,12,16,0.88,21,0.78,-17
N#CC(C(=O)C1CCCCC1)c1nc2ccccc2[nH]1 (stereo not given),15,-8,14,-9,15,1.1,-15,0.86,-2
O=C(Nc1cccc(Cl)c1N1CCCCC1)c1ccc2c(c1)OCCO2,-11,36,2,3,17,0.97,14,0.98,10
CCOC(=O)c1ccc(NC(=O)c2cccc(S(=O)(=O)N3CCN(C(C)=O)CC3)c2)cc1,19,-18,-2,10,-12,0.9,-1,1,6
CCC1(c2ccc(F)cc2)NC(=O)N(CC(=O)N2CC(=O)Nc3ccccc32)C1=O (stereo not given),4,1,4,8,7,0.92,5,0.96,4
Nn1c(SCC(=O)Nc2cccc(F)c2)nnc1C1CCCCC1,-2,-4,-1,-1,5,1,-11,1,10
CCNC(=O)c1nc[nH]c1C(=O)NCC,16,1,-10,-9,-1,1.1,-4,1.1,-18
O=C(O)C1CCCC[C@H]1C(=O)Nc1ncc([N+](=O)[O-])s1 (stereo not given in full),8,0,2,-8,4,1.1,-1,0.98,13
CCOc1ccccc1Nc1nnc(SC(C)C(=O)Nc2nc(-c3ccccc3)cs2)s1 (stereo not given),18,6,-11,-2,7,1,-8,1.1,3
C[C@H](CO)N1C[C@H](C)[C@@H](CN(C)C)Oc2c(NS(=O)(=O)c3cn(C)cn3)cccc2C1=O,-4,-5,18,4,-14,0.96,-9,0.82,3
Cc1ccc(C(=O)N(C)c2nnc(-c3ccncc3)s2)cc1,42,-2,2,-4,-16,1,-14,0.97,-3
Clc1c(CSc2nc3ccccc3o2)nc2ccccn12,35,1,-2,2,12,0.98,-1,1,43*
CCn1c(SCC(=O)Nc2cc(NC(C)=O)ccc2OC)nnc1-c1ccccn1,20,6,-5,-7,6,1.1,-7,1.1,-1
CCOCCn1cnc2sc(C(=O)Nc3nc(C)c(C(=O)OCC)s3)c(C)c2c1=O,21,x,0,-32,8,1.3,5,1,-3
O=C(C1CCN(Cc2ccc(F)cc2)CC1)N(CCc1ccccc1)Cc1ccccc1,-1,25,0,-2,1,1,-8,1,15
Cc1cc(C)c2nc(NC(=O)c3ccc([N+](=O)[O-])o3)sc2c1,15,-6,16,-20,8,1.2,7,0.84,-1
NC(=O)c1cc2ccccc2o/c1=N\NC(=O)c1ccccc1O,5,-6,-10,7,-18,0.93,5,1.1,1
CCc1cc2c(=O)c(-c3nc4ccccc4n3C)coc2c(CN2CCCC(C)C2)c1O (stereo not given),11,10,-4,13,26,0.87,9,1,0
Cn1cc2c(=O)n(/N=C/c3ccccc3)cnc2n1,16,6,12,-4,13,1,-14,0.88,0
CC(OC(=O)C1CCCC1)C(=O)Nc1ncc(Cl)cc1Cl (stereo not given),8,6,0,-2,11,1,-12,1,15
COc1ccccc1-n1c(SC)nc(O)cc1=O,-2,-12,2,3,-3,0.97,0,0.98,-1
COc1cc(Br)cc2cc(C(=O)N3CCN(c4ccccn4)CC3)c(=O)oc12,-1,-6,2,11,19,0.89,14,0.98,7
O=c1c2cc(-c3ccccc3)sc2nc2n1N=C(c1ccccc1)CS2,37,3,5,14,-8,0.86,6,0.95,-8
O=C(CSCc1ccc(F)cc1)NCc1ccc2c(c1)OCO2,23,6,8,-12,6,1.1,-7,0.92,2
O=C(OCC1CC(c2ccccc2Cl)=NO1)c1ccc(Br)cc1 (stereo not given),11,9,3,3,5,0.97,10,0.97,-35
O=c1ccc(/C=C/c2ccccc2)nn1Cc1ccc(F)cc1,5,-6,7,1,-11,0.99,19,0.93,-32
Cc1cc(C(=O)N2CCc3ccccc32)c2cc(F)ccc2n1,5,10,-2,10,25,0.9,9,1,1
CC(C)N(C(=O)[C@H]1C[C@H](CC(=O)NCCCN(C)C)C(=O)N2CCc3c([nH]c4ccc(Cl)cc34)[C@]12C)C(C)C,x,1,-23,x,5,x,38,1.3,2
O=C(N/N=C/c1cc(Cl)cc([N+](=O)[O-])c1O)c1ccc2c(c1)OCO2,36,5,60*,20,18,0.8,10,0.4,17
CCOc1ccc(C(=O)c2ccc(OCC)c(N)c2)cc1N,15,9,-2,3,24,0.97,-7,1,1
COc1ccc(-c2nc(CS(=O)CC(=O)NCCN3CCCCCC3)c(C)o2)cc1OC (stereo not given),7,1,-2,-36,10,1.4,8,1,9
